High-throughput results as filed in PubChem BioAssay.
hcDAF-12 act – activators of H. contortus DAF-12 nuclear receptor | HEK293 hcDAF-12 lit1-tk-luc reporter, luminescence; 0% DMSO, 100% Δ7-dafachronic acid | activation, % at 6.8 µM | 1.4% of 370,000 active | AID 652067;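 active = activation above the mean of all tested compounds plus 3 SD, cut at about 5.5% in these data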;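 note: 100% = response to 3 µM Δ7-dafachronic acid high control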
DAX1 inh-1 – NR0B1 (DAX1) inhibition | P51843 | HEK293 Gal4-DAX1 luciferase reporter, luminescence | inhibition, % at 6.75 µM | 0.99% of 340,000 active | AID 504766;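 active = inhibition above the mean over all tested compounds plus 3 SD, cut at about 4.2% in these data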;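 note: 0% = DAX1-transfected cells with DMSO and 100% = empty-vector control cells with DMSO; inhibition shows as a rise in luminescence from relieved DAX1 repression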
Target sequence (P51843 207-470 limits assumed): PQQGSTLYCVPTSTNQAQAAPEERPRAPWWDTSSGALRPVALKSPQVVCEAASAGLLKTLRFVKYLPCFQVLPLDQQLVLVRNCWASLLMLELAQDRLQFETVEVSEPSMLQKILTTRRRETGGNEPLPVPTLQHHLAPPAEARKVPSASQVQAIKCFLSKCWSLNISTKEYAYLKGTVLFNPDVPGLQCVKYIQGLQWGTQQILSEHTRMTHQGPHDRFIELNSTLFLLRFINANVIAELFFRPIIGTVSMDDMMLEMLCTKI
NPR2 activator – GC-B (human) receptor activation; HEK293-GC-B cells, CNP EC30, cGMP TR-FRET; 0% at EC30 CNP, 100% saturating CNP; activation, % at 10 µM; 0.11% of 370,000 active; AID 1920062;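 active = activation at 10 µM reaching about 35% in either raw or pattern-adjusted values, limit read from the data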
DAX1 inh-2 – blocks DAX1 repression of SF-1 activated StAR promoter | HEK293T StAR-luciferase reporter, SF-1/DAX-1 repression relief | inhibition, % at 6.8 µM | 1.1% of 370,000 active | AID 652010;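 active = inhibition above the mean over all tested compounds plus 3 SD, cut at about 3.6% in these data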;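 note: 0% = DAX-1 cells with DMSO and 100% = cells lacking DAX-1 with DMSO; higher inhibition means more luminescence from relief of DAX-1 repression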
GC-A act – GC-A (human) enzyme activation; HEK293 GC-A cells, cGMP TR-FRET, EC30 ANP; 0% at EC30 ANP, 100% saturating ANP; activation, % at 10 µM; 0.14% of 370,000 active; AID 1671463; in the data active = activation above about 40%
HGIII-sPLA2 inh – Inhibits HGIII-sPLA2 liposome hydrolysis, primary screen. inhibition, % at 12.2 µM. QFRET BODIPY PC-A2 liposome hydrolysis, fluorescence. Q9NZ20. AID 743126. 0.56% of 370,000 active;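 active = inhibition above mean plus 3 SD of compounds lying within the high and low control bounds, cut at about 19% in these data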;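 note: 0% = median of test compound wells and 100% = no enzyme DMSO wells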
ssDAF12 agonist – S. stercoralis DAF-12 activation, primary screen. HEK293 ssDAF-12/GRIP1 lit1-tk-luc reporter, luminescence; % of 3 µM dafachronic acid response. activation, % at 6.8 µM. AID 652126. 1% of 370,000 active;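 active = activation above the mean over all tested compounds plus 3 SD, cut at about 0.9% in these data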;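 note: 0% = DMSO-only wells and 100% = 3 µM delta7-dafachronic acid wells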
ADAM10 inh – inhibits human ADAM10. O14672. recombinant ADAM10, EDANS/DABCYL FRET peptide cleavage, 3 h. inhibition, % at 7 µM. 0.62% of 370,000 active. AID 720582;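 active = inhibition above a per-campaign cutoff equal to the mean of compounds falling between control-based bounds plus 3 SD, cut at about 20% in these data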;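 note: 0% = DMSO wells while the 100% control is not disclosed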
Target sequence (O14672 214-748 limits assumed): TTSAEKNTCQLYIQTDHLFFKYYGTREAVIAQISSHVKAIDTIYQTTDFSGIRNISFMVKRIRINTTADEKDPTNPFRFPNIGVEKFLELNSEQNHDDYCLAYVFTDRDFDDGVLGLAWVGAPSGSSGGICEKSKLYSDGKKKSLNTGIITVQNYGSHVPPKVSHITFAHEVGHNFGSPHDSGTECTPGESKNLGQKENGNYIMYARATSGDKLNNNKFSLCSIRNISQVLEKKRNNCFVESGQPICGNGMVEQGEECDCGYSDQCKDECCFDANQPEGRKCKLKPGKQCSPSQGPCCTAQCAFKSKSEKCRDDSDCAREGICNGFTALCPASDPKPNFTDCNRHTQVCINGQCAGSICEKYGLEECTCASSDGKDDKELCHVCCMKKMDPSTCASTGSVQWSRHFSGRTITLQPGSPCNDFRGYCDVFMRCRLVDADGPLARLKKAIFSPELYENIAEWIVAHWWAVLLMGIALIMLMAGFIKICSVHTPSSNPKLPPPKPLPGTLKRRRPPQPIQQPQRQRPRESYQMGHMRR
hgDAF12 agonist – agonists of H. glycines DAF-12 nuclear receptor; HEK293 GAL4-hgDAF12 UAS-luciferase reporter, agonist luminescence; normalized to butyrate control; activation, % at 6.8 µM; 1.8% of 370,000 active; AID 687014;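 active = activation above a cutoff set at the mean of all screened compounds plus 3 SD, cut at about 10% in these data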;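 note: 0% = DMSO wells and 100% = sodium butyrate wells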
GAA850 FXN act – activators of GAA850 frataxin (FXN) promoter; HEK293 lucGAA850 FXN promoter luciferase reporter, 24 h; percent of 10 µM SAHA response; activation, % at 6 µM; 0.56% of 360,000 active; AID 540364;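 active = activation above the average of all compounds screened plus 3 SD, cutoff fixed separately per campaign, cut at about 7.5% in these data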;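 note: 0% = DMSO wells and 100% = 10 µM SAHA wells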
SMARCA2 activ – SMARCA2 function activation, primary screen. MG213 cells, MMTV-luciferase reporter, dexamethasone, overnight. activation, % at 9.1 µM. 1% of 370,000 active. AID 652017; in the data active = activation above about 7.8%;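 note: 0% = vehicle wells and 100% = reference activator wells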
Numbers without * were called inactive; x = no result given.

SMILES	hcDAF-12 act	DAX1 inh-1	NPR2 activator	DAX1 inh-2	GC-A act	HGIII-sPLA2 inh	ssDAF12 agonist	ADAM10 inh	hgDAF12 agonist	GAA850 FXN act	SMARCA2 activ
O=C(N/N=C/c1ccco1)c1ccccn1	-0.1	3.4	-1	3.0	-2	9	-0.5	-10	9.4	2.2	7
COc1ccc(/C=N/NC(=O)c2c([N+](=O)[O-])c(C)nn2C)cc1	-2.1	0.8	-2	0.1	4	-3	-1.2	6	-2.9	0.8	-1
C=CCNc1nc(C(=O)OCC(=O)Nc2cc(S(C)(=O)=O)ccc2Cl)cs1	-0.5	0.0	-2	-0.9	-6	1	-0.4	1	1.1	0.9	5
COc1cccc(Nc2nc3ccc(OC)cc3s2)c1	3.0	2.0	-7	2.9	3	-23	-0.2	6	17*	3.5	0
CCN1Cc2nnn(Cc3ccccc3)c2-c2cc(N3CCCC3)ccc2S1(=O)=O	-3.2	x	-15	-0.3	-23	-1	-1.6	-40	1.1	x	-3
CCC(=O)NC(=S)Nc1ccccc1C(=O)NC1CCCCC1	-1.9	0.0	1	-0.4	-2	2	-1.4	-4	-1.5	-0.6	4
COc1cc(NC(=O)CN(c2ccc(C)cc2)S(=O)(=O)c2c(C)noc2C)cc(OC)c1	-1.6	0.5	-5	-0.3	-14	-43	-0.9	19	1.8	-3.1	-3
CCN(CC)S(=O)(=O)c1ccc(NC(=O)c2ccc(NS(C)(=O)=O)cc2)cc1	-2.0	-0.3	0	-0.2	-1	-9	-1.2	-4	0.8	-3.0	-4
O=C(NCc1cccc(Cl)c1)C1CCN(S(=O)(=O)c2ccc(F)cc2)CC1	1.3	-0.8	0	0.4	3	-2	-1.0	-2	1.0	1.0	-4
Cc1ccc(C(=O)/C=C2/NC(=O)CS2)cc1	-0.6	2.1	-2	1.0	-1	-5	-0.5	6	4.0	1.1	1

The final 3 compounds of the part before open the next one.
SMILES	hcDAF-12 act	DAX1 inh-1	NPR2 activator	DAX1 inh-2	GC-A act	HGIII-sPLA2 inh	ssDAF12 agonist	ADAM10 inh	hgDAF12 agonist	GAA850 FXN act	SMARCA2 activ
CCN(CC)S(=O)(=O)c1ccc(NC(=O)c2ccc(NS(C)(=O)=O)cc2)cc1	-2.0	-0.3	0	-0.2	-1	-9	-1.2	-4	0.8	-3.0	-4
O=C(NCc1cccc(Cl)c1)C1CCN(S(=O)(=O)c2ccc(F)cc2)CC1	1.3	-0.8	0	0.4	3	-2	-1.0	-2	1.0	1.0	-4
Cc1ccc(C(=O)/C=C2/NC(=O)CS2)cc1	-0.6	2.1	-2	1.0	-1	-5	-0.5	6	4.0	1.1	1
CNC(=O)c1ccc2c(c1)nnn2C	-2.6	0.3	-1	0.1	2	-1	-0.5	-1	-0.2	-0.8	-2
CCCS(=O)(=O)n1nc(-c2ccc(OC)cc2)cc1N	4.3	-0.4	4	0.2	2	-4	-1.0	-3	6.8	0.0	0
COc1ccc(C(=O)NC2CC3CCCC(C2)N3Cc2ccccc2)c(OC)c1 (centres undefined)	0.6	1.9	8	0.9	-2	4	-0.9	-37	0.6	-0.3	6
Cc1ccc2[nH]c(CN3CCN(C)C(CCO)C3)c(C)c2c1 (centres undefined)	1.6	1.9	2	0.2	1	-3	0.4	-8	-0.7	-1.4	-1
CN(C(=O)Cn1nnc(-c2ccc(F)cc2)n1)C1CCS(=O)(=O)C1 (centres undefined)	0.4	0.2	0	0.1	6	3	-1.2	2	-0.4	0.1	-5
COc1ccc(N(CC(=O)O)S(=O)(=O)c2ccc(OC)c(OC)c2)cc1	-0.5	1.1	2	-0.8	-4	0	-0.8	-1	-0.6	0.0	-1
O=c1[nH]cnc2ccccc12	-1.1	0.2	-1	0.7	-1	13	-0.8	-18	-0.6	-1.6	-1
CC(C)(C)n1nnnc1C(c1cc2ccccc2o1)N1CCCCC1 (centres undefined)	-0.1	x	-5	0.3	-11	-5	-1.1	2	0.8	x	1
CC1(C)Cc2cccc(OCC(=O)N3CCN(c4cccc(Cl)c4)CC3)c2O1	1.0	0.3	-31	0.0	-25	-3	-1.2	-2	-2.4	-0.5	-2
Cc1ccc(C)c(Cn2c(=O)n(C)c(=O)c3sccc32)c1	-1.6	-0.9	2	0.1	-6	2	-0.4	10	-1.4	2.8	2
CCOCC(=O)N1CCN(c2ccccc2OC)CC1	-0.3	-1.5	4	0.1	-4	5	-0.9	-14	-0.1	2.6	-5
C=C[C@@H]1c2ccccc2N(S(=O)(=O)c2ccc(C)cc2)[C@H](c2ccccc2C(F)(F)F)C1(C#N)C#N	3.7	1.0	3	0.1	-2	4	-0.7	5	1.4	3.6	0
Cc1ccc(S(=O)(=O)N2CC3(O)CN(C(=O)OC(C)C)N(C(=O)OC(C)C)CC3(OC(=O)NCc3ccco3)C2)cc1 (centres undefined)	-0.1	0.9	3	0.1	-1	-28	-1.8	1	0.1	-7.3	-3
O=C(Nc1ccc(O)c2c(=O)cc(-c3ccccc3Cl)oc12)c1cccc(Cl)c1	-2.4	1.7	6	0.1	3	4	-1.3	4	0.6	1.2	0
CN(C)c1ccc(NC2=C([N+](=O)[O-])CS(=O)(=O)C2)cc1	-0.6	2.2	-4	0.2	-6	2	-0.8	3	-3.2	-2.3	5
O=C(Cc1cccc2ccccc12)N/N=C/c1ccc(O)c([N+](=O)[O-])c1	0.4	0.2	-9	-0.1	-7	-5	-0.9	0	-0.8	1.2	-1
COC(=O)c1sc(S(=O)(=O)N2CCCCC2C)c(C(=O)OC)c1C (centres undefined)	-0.7	-0.3	0	-1.3	-4	7	-0.9	-4	1.0	2.1	-4
C=CCNC(=S)/N=c1\sccn1C	-0.1	1.0	9	0.3	3	14	-1.0	4	-0.5	1.4	-2
Oc1csc(Cc2nc(-c3ccc4ccccc4c3)cs2)n1	6.3*	2.5	-4	2.7	1	-1	1.1*	-8	5.9	10*	6
CC(C)(C)NC(=O)c1cc(F)c(F)cc1Cl	-2.8	0.1	2	-0.5	0	5	-0.4	-1	-1.4	-0.1	-1
COCCNCc1nc2sc(C)c(-c3ccccc3)c2c(=O)[nH]1	-3.0	0.0	2	0.2	4	9	-1.4	-4	1.1	0.9	5
COc1ccc(/C(C)=N/NS(=O)(=O)c2cc(C)ccc2C)c(OC)c1	-0.7	0.2	1	0.2	-2	3	-0.8	-1	0.4	0.7	-2
CCOc1ccc(NC(=O)CN(C)C(=O)c2ccc(N3CCOCC3)c([N+](=O)[O-])c2)cc1OCC	-1.3	-1.1	9	-0.1	1	-4	-0.8	-6	-0.4	-1.7	2
CCOc1ccc(/C=N/NC(=O)CNC(=O)c2ccc(S(=O)(=O)N3CCOCC3)cc2)cc1	0.9	0.4	5	-0.4	-3	-3	-1.4	-1	0.2	-1.1	1
CCOC(=O)C1CCN(CC(=O)Nc2c(C(=O)OC)[nH]c3ccccc23)CC1	-1.5	x	5	-1.3	7	-1	-1.6	-15	-3.7	x	-3
CCN1C(=O)/C(=C\N2CCCCCC2)SC1=S	0.2	0.6	7	0.2	-1	9	-0.8	-12	2.4	3.1	1
CC1(C)CC(=O)C2=C(C1)Nc1ccccc1NC2	3.6	-0.8	-1	-1.4	0	-1	-0.3	-73	-1.2	1.6	2
CCOC(=O)[C@]12CCC=C1N(CCC1=CCCCC1)C(=O)[C@H](CC(=O)N1CCCC1)C2	0.5	x	1	1.0	0	0	-1.9	-5	-3.6	x	-6
CN1CCCCC1CCN1c2ccccc2Sc2ccc(S(C)=O)cc21 (centres undefined)	-1.7	0.0	-15	0.9	-28	-4	-0.8	-48	-1.1	0.9	-1
O=C(/C=C/c1ccccc1)Nc1cc(S(=O)(=O)N2CCOCC2)ccc1N1CCCC1	-2.5	-0.8	-5	0.5	5	1	-0.8	5	0.3	1.6	-2
CCCN1CCOC(CC(=O)Nc2ccc([N+](=O)[O-])cc2)C1=O (centres undefined)	-0.1	-0.4	-1	0.1	3	-3	0.2	3	-3.2	2.5	-1
CCc1nc2c(OCC(=O)C(C)(C)C)cccn2c1N(C)C(=O)Nc1ccccc1OC	-0.2	x	-4	-1.2	-2	-1	-0.8	-23	-1.9	0.2	-5
Cc1c(NC(=O)CSc2cccc3cccnc23)c(=O)n(-c2ccccc2)n1C	-1.6	-1.3	7	-0.9	5	2	-0.9	-25	-2.6	2.7	8.2*
CCCc1cc(=O)[nH]c(Nc2cc(OC)ccc2OC)n1	-1.4	1.0	-7	-0.2	-7	-15	-1.3	-4	0.4	0.3	-1
CC(C)c1nc(SCC(=O)c2ccccc2)c2c(=O)n(C)c(=O)n(C)c2n1	2.8	0.3	8	0.2	4	1	-0.9	-12	0.3	-1.2	-4
COc1cccc(NC(=O)N(C)C[C@H]2OCc3cn(nn3)CCCC(=O)N([C@H](C)CO)C[C@@H]2C)c1	1.5	x	6	-0.2	2	4	-0.2	-11	4.2	x	-1
COCc1cc(N2CCN(C(=O)OC(C)(C)C)C[C@H]2C)ccc1N1CCS(=O)(=O)CC1	-0.3	x	0	-1.5	-1	2	-2.0	-8	-4.3	x	-2
CCNS(=O)(=O)c1ccc(OCCNS(C)(=O)=O)cc1	2.6	-0.4	3	0.0	2	-2	-1.7	6	-0.9	2.5	8.1*
COCc1c(C(=O)N/N=C(/C)c2ccccc2)nnn1-c1nonc1N	-0.4	-0.2	3	0.4	0	-6	-1.7	2	-1.8	1.6	4
Cc1nnc(Sc2nc3c(c(=O)n(C)c(=O)n3C)n2Cc2ccc(Cl)cc2)s1	-1.4	-0.5	3	-0.2	0	-4	-1.5	-1	0.2	0.1	2
COc1ccc(C2(O)CN(c3ccc(C)cc3)C3=[N+]2CCCC3)cc1 (centres undefined)	-0.7	0.2	1	-0.2	-4	-1	-2.1	0	-1.0	1.4	4
CN(C)S(=O)(=O)c1cccc(NC(=O)Cn2cnc3ccccc3c2=O)c1	-1.7	-0.1	-1	-0.1	-1	4	-0.7	-5	0.2	-0.8	-4
CCOC(=O)c1sc2nc(NC(=O)C3CC3)sc2c1C	1.8	0.6	-1	0.4	-8	-2	-1.0	-6	1.0	2.8	-2
Cc1cccc(N2C(=O)C(Cc3ccccc3)NC2=S)c1 (centres undefined)	1.1	-0.3	-1	-0.3	0	0	-1.6	9	-3.0	3.2	-5
Cn1cnnc1SC(C(=O)Nc1cc(Cl)cc(Cl)c1)c1ccccc1 (centres undefined)	2.0	1.4	-16	-0.5	-43	-2	-1.5	8	0.9	-2.6	-3
COc1cccc(CNC(=O)CCC2CCCN(C(=O)CCc3c(C)noc3C)C2)c1 (centres undefined)	-1.1	1.3	1	-0.8	3	2	-1.4	1	-0.9	1.8	-3
Cc1cn(-c2cccnc2)c(C)c1CNC[C@H]1O[C@@H](n2cnc3c(N)ncnc32)[C@H](O)[C@@H]1O	-1.9	0.1	1	-0.9	-1	7	-0.3	-28	1.3	1.2	-1
COc1ccc(C(CNC(=O)c2ccc(C)c(S(=O)(=O)Nc3ccccc3OC)c2)N2CCCC2)cc1 (centres undefined)	1.5	0.9	-2	5.3*	-2	-9	-1.3	-17	3.3	-6.0	5
